TRPML3 agonist: activates the human TRPML3 channel | actives 0.29% (n = 220,000) | HEK293 TRPML3-YFP, Fluo-8 calcium fluorescence; 100% = the carbachol control signal | Q8TDD5 | activation, % at 3 µM;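 active = activation above its plate's cutoff, the mean activation of the plate's test wells plus 3 SD, cut at about 12% in these data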;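 note: 0% = DMSO only wells and 100% = carbachol wells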
Target sequence (Q8TDD5 whole entry, looked up): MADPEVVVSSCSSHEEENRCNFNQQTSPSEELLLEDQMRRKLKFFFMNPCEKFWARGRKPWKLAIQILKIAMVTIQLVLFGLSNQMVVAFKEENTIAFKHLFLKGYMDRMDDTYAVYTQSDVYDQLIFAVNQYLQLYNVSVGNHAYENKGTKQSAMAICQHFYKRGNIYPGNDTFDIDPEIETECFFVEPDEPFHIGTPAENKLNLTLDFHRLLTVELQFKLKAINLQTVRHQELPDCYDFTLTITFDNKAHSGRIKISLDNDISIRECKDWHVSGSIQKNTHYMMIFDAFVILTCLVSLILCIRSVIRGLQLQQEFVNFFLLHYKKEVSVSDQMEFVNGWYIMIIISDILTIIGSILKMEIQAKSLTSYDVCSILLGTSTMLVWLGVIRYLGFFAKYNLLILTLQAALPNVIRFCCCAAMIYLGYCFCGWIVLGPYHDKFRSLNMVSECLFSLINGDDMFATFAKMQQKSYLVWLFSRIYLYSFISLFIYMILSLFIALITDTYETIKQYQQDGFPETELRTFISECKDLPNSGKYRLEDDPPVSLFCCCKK
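Material: HEK293 cells stably carrying human TRPML3-YFP; compound dosing: single dose, 3 µM final nominal compound, 0.3% DMSO final; incubation: 1-h 37 °C dye load, 5-s basal, 120-s post-compound reads; technique: Fluo-8 intracellular calcium fluorescence, excitation 470-495 nm, emission 515-575 nm; read-out basis: percent activation from peak-to-basal fluorescence ratio, scaled between DMSO and carbachol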
p47phox inh: blocks human p47phox regulatory protein of NADPH oxidases; P14598; p47phox/p22phox peptide binding, fluorescence polarization, 2 h; inhibition, % at 24.7 µM; actives 0.53% (n = 220,000);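 active = inhibition above about 30%, limit read from the data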;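 note: 0% = p47phox with labelled peptide and 100% = labelled peptide alone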
Target sequence (P14598 whole entry, looked up): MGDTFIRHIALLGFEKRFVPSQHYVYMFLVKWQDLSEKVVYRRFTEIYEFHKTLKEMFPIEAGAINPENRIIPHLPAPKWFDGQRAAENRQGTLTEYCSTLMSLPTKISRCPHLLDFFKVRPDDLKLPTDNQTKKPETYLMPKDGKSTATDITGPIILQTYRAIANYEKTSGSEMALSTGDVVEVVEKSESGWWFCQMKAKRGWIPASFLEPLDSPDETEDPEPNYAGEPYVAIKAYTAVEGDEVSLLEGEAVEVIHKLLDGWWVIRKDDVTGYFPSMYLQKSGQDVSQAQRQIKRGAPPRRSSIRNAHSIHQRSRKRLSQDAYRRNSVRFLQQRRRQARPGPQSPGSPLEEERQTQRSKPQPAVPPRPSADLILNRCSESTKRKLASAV
PPC-1+TRAIL kill: kills PPC-1 cancer cells in the presence of TRAIL; PPC-1 cells + TRAIL, ATPLite viability luminescence; cell killing (% activity), % at 4 µM; actives 0.41% (n = 220,000);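 active = cell killing above 50% in the first pass at 4 µM, then a duplicate retest at 5 µM averaging 50% or more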;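 note: plate controls were cells with TRAIL plus DMSO for no effect and medium-only wells lacking cells for full effect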
TRPN1 ag: activates the zebrafish TRPN1 channel; actives 0.18% (n = 220,000); activation, % at 3 µM; AID 1424; HEK293 zebrafish TRPN1-YFP, Fluo-8 calcium fluorescence; 100% = response to 87 µM carbachol;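 active = activation above its plate's cutoff, the mean activation of test wells on that plate plus 3 SD, cut at about 19% in these data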;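 note: 0% = DMSO alone and 100% = 87 µM carbachol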
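Control set: carbachol 87 µM as high control, DMSO as low control; system: HEK293 stable line with zebrafish TRPN1-YFP; read-out: % activation versus carbachol response; detection: intracellular calcium fluorescence with Fluo-8; doses: single test compound dose, 3 µM nominal, 0.3% DMSO; schedule: dye 1 h 37 °C plus 30 min RT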
CHOP inh: CHOP inhibition in unfolded protein response. AID 2732. actives 3.8% (n = 220,000). inhibition, % at 10 µM. CHO-K1 CHOP-promoter luciferase, tunicamycin-induced, 15-18 h;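 active = compounds that reduced the stress-induced luciferase reporter signal by more than about 70% of percent inhibition, limit read from the data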;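 note: 0% = tunicamycin plus vehicle and 100% = wells without tunicamycin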
Runt-SMMHC FRET: Runt domain-CBFb-SMMHC interaction inhibition. Cerulean-Runt/Venus-CBFb-SMMHC FRET ratio 530/480, 1 h. inhibition, % at 20 µM. actives 0.74% (n = 220,000);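 active = mean inhibition across duplicate retests at 20 µM reaching about 50%, limit read from the data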;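 note: 0% = DMSO wells and 100% = wells with excess untagged CBFb-SMMHC; inhibitors lower the FRET ratio by blocking Runt binding to CBFb-SMMHC; some results filed as inactive read as strong as hits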
TNF necrop inh: blocks TNF-alpha induced death of Jurkat FADD-/- cells | Jurkat FADD-/- TNF necroptosis rescue, ATP luminescence, 24 h; 0 = TNF only, 100 = no-TNF cells | activation (protection from cell death), % at 10 µM | actives 0.068% (n = 220,000);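 active = activation, meaning protection from cell death, of at least 50% relative to plate controls; inactive = activation below 50%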;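 note: necroptosis triggered by 40 ng/mL TNF-alpha added together with compound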
Mdm2 ligase inh: Mdm2 E3 ligase (human) inhibition; cell-based MDM2 ubiquitination luciferase reporter, 2 h; 0 = plate control, 100 = twice control, blank-subtracted; Q00987; signal enhancement, % at 5 µM; actives 0.11% (n = 210,000);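 active = signal enhancement of 30% or more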;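 note: luminescence tracks abundance of the self-degrading MDM2-luciferase fusion protein; higher signal means inhibition of MDM2 E3 ligase activity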
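System: stable MDM2–luciferase fusion reporter cells / Input: 2000 cells seeded into each well / Schedule: 4 h settle plus 2 h compound, 37 °C / Compound: single-point 5 µM / Buffer or medium: cells held in DMEM / Benchmarks: control and blank well means / Evaluation: percent signal gain over controls, blank-subtracted / Measured by: luciferase luminescence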
EBV gp42 block: EBV gp42 inhibition; Q1HVG2; Fluorescence polarization binding assay, mP read-out; actives 0.42% (n = 220,000); inhibition, % (tested at 21.74 µM); AID 1085; in the data active = inhibition above about 50%
* = called active by the depositor; . = not tested or not shown; & = joins results of further samples. The list is partial; the hit share may differ from the screen's.

SMILES	TRPML3 agonist	p47phox inh	PPC-1+TRAIL kill	TRPN1 ag	CHOP inh	Runt-SMMHC FRET	TNF necrop inh	Mdm2 ligase inh	EBV gp42 block
CCN(CC)c1ccc(CC2C(=O)N(C)C(=O)N(C)C2=O)cc1	2.7	-102	16	3.7	1	-2	0.9	-6	-34
N#CCCn1cc(C(=O)Nc2ccc([N+](=O)[O-])cc2)c(-c2ccc3c(c2)OCCO3)n1	0.9	-15	1	1.6	2	3	-2.5	-19	-7
CCCc1c(C)nc(SCC(=O)C(C)(C)C)nc1OC(=O)N(C)C	0.6	-2	0	0.1	9	0	-0.3	-10	-14
Cc1ccsc1C(=O)C1CCCN(Cc2c(C)nn(C(C)C)c2C)C1 (stereo unspecified)	0.3	-7	17	-0.9	17	-5	-0.3	-18	-11
O=[N+]([O-])c1ccc(NCCO)c2ncccc12	1.4	-7	-4	-1.2	26	-10	-0.7	5	-15
C=CCn1c(O)c(/C=C2\C=Nc3ccccc32)c(=O)[nH]c1=O	0.9	-23	0	3.6	-2	-13	-9.0	-10	-22
Cc1cccc(-n2c(O)c(C=NCCCN3CCOCC3)c(=O)[nH]c2=O)c1C	0.4	-11	10	0.1	31	-4	-1.1	-6	-9
CCOC(=O)C1=C(N)Oc2ccccc2C12C(=O)N(CC(=O)OC)C(CC(=O)OC)=C2C(=O)OC (stereo unspecified)	1.1	-14	22	0.1	-8	-3	-1.9	-1	-12
CN1CCN(CCC(C#N)(c2ccccc2)c2ccccc2)CC1	-0.1	-8	9	0.8	23	-1	1.9	2	-5
CC/C(CC(c1ccccc1)c1c(O)c2ccccc2oc1=O)=N\NC(N)=S (stereo unspecified)	0.4	-12	22	-0.3	22	2	-0.5	6	-9
CC12CN3CC(C)(CN(C1)C3c1cccs1)C2=O (stereo unspecified)	0.4	12	16	1.0	8	3	0.3	-9	-1
N#Cc1ccc(/C=C/C(=O)O)cc1	0.2	-6	3	1.0	17	1	2.4	-4	-10
COc1ccc(C(=O)C2CCCN(C3CSCCSC3)C2)c(OC)c1 (stereo unspecified)	0.3	-13	21	0.7	20	-1	1.3	-6	-8
Cc1ccc2cccc(OC(=O)N3CCCC3)c2n1	-0.3	-12	9	0.4	-9	0	-1.0	11	-24
Cc1ccc2c(c1)C(c1ccccc1)NCC(=O)N2 (stereo unspecified)	0.8	3	13	1.9	33	0	-0.2	-2	-10
COP(=O)(OC)C(Nc1ccccn1)c1ccccc1 (stereo unspecified)	0.9	-13	12	1.2	1	0	1.1	-16	-2
CCCCn1c(=O)c(C(=O)Nc2ccsc2C(=O)OC)c(O)c2ccccc21	0.4	-5	-10	1.0	20	0	1.4	22	0
O=c1c2ccccc2nc(-c2ccc(Cl)cc2Cl)n1-c1nccs1	-0.9	-4	22	-2.3	47	6	1.1	-1	-6
CC[N+]12CCC(CC1)C(C(O)(c1ccccc1)c1ccccc1)C2 (stereo unspecified)	0.7	-6	9	-0.6	3	-4	6.6	-6	-16
C=CCNC(=O)c1c(N)n(Cc2ccco2)c2nc3ccccc3nc12	0.2	-26	-26	0.5	77*	42	-2.0	-16	0
O=c1[nH]c(O)c(N=Nc2ccc(SC(F)F)cc2)c(=O)[nH]1	-0.2	-10	30	0.4	-5	-18	-7.2	-5	11
OCC1(CO)COC(c2cccnc2)N1 (stereo unspecified)	0.8	-5	-5	2.5	18	1	0.2	-20	-17
COc1ccc(CN2C(=O)NC(=O)/C(=C/c3ccc([N+](=O)[O-])s3)C2=O)cc1	3.0	-15	-9	3.8	8	37	-23	-21	6
CCNC(=S)N(C)CCc1cc2c(c(OC)c1C=C1C(=O)N(C)C(=O)N(C)C1=O)OCO2	0.8	3	6	1.7	-5	4	-2.2	.	-17
CCCC1(CCC)C(=O)NC(=NCc2ccccc2)NC1=O	-1.0	-14	2	-0.3	26	0	-0.9	-11	-1
Cc1cccc(-n2c(O)c(C=Nc3ccc(Br)cn3)c(=O)[nH]c2=O)c1	0.3	-1	.	1.2	10	.	-1.3	1	-5
CCOP(=S)(OCC)Oc1cc(C)oc(=O)c1Cl	0.8	9	14	2.4	-5	3	-2.2	-16	-13
Cc1cc(N2CCOCC2)ccc1/C=C1\C(=O)NC(=O)N(c2ccccc2)C1=O	1.1	-27	.	0.7	-12	.	-1.3	-7	-25
CC(=O)Nc1ccc(OCCF)cc1	0.1	0	10	0.6	6	0	-0.3	6	7
O=C(CNC(=O)c1ccc(Cl)cc1)Nc1ccc(Br)cc1C(=O)c1ccccc1	0.7	-11	-4	-0.8	4	0	1.5	-6	-5

Reprinted at random: 3 entries already listed
SMILES	TRPML3 agonist	p47phox inh	PPC-1+TRAIL kill	TRPN1 ag	CHOP inh	Runt-SMMHC FRET	TNF necrop inh	Mdm2 ligase inh	EBV gp42 block
CCCC1(CCC)C(=O)NC(=NCc2ccccc2)NC1=O	-1.0	-14	2	-0.3	26	0	-0.9	-11	-1
O=c1c2ccccc2nc(-c2ccc(Cl)cc2Cl)n1-c1nccs1	-0.9	-4	22	-2.3	47	6	1.1	-1	-6
CC(=O)Nc1ccc(OCCF)cc1	0.1	0	10	0.6	6	0	-0.3	6	7

Later entries.
SMILES	TRPML3 agonist	p47phox inh	PPC-1+TRAIL kill	TRPN1 ag	CHOP inh	Runt-SMMHC FRET	TNF necrop inh	Mdm2 ligase inh	EBV gp42 block
O=c1[nH]c(=O)n(Cc2ccc(F)cc2)c(O)c1C=NCCCO	0.1	-5	-2	0.3	-2	9	-3.7	-24	-15
COc1cccc(/C=C2\N=C(c3cncc(Br)c3)OC2=O)c1	0.0	14	28	-0.9	85*	4	0.2	-18	-13
O=C1C2CCCN2C(c2cccnc2)N1c1cccc(Cl)c1 (stereo unspecified)	0.2	-1	-10	-0.2	27	2	-1.1	-4	-11
COc1ccc(Cn2c(O)c(/C=N/NC(=O)c3ccncc3)c(=O)[nH]c2=O)cc1	-0.1	-19	-4	0.0	11	12	2.2	-10	-4
CC(=O)c1cc(C(C)=O)c(C)[n+](C)c1C	0.5	3	5	1.0	3	-8	2.9	-3	7
O=C(C1CCC(=O)N1C1CCCC1)N1CCC2(CC1)OCCO2 (stereo unspecified)	0.5	-8	18	-0.1	-7	0	-0.8	-10	-4
CCCCS(=O)(=O)N1CCN(C(=N)N[N+](=O)[O-])CC1	0.2	-3	-6	1.3	-1	-2	-0.4	-13	-1
COc1cccc(-c2cc(C(F)(F)F)n3nc(C(=O)N4CCC5(CC4)OCCO5)cc3n2)c1	0.4	-4	19	-0.9	35	-4	-1.7	-12	1
CCCCN1CCC(O)(c2ccccc2)C(C(=O)c2ccccc2)C1 (stereo unspecified)	0.6	-8	28	1.5	-3	-1	0.9	-13	-10
O=C1NC(=O)N(C2CCCCC2)C(=O)C1C1c2ccccc2C(=O)N1Cc1ccccc1 (stereo unspecified)	0.6	-2	1	-0.2	4	-1	0.4	-10	21
O=C(N/N=C/c1c(O)n(Cc2ccccc2)c(=O)[nH]c1=O)c1ccccc1O	0.1	-30	22	1.3	-26	0	1.6	.	-10
CC(=O)Nc1ccc(OC(=O)N(C)c2ccccc2)cc1	0.3	-6	-4	-0.1	16	-2	0.7	-15	-12
Cc1ccc(CN2CCN(Cc3ccccc3F)CC2)cc1	0.5	4	1	1.0	-11	4	0.5	6	-3
C=CCn1c(O)c(/C(CC)=N/NC(=S)Nc2ccccc2)c(=O)[nH]c1=O	-0.1	-8	-4	0.3	19	4	4.7	-8	-10
Cc1ccc(N2C(=O)/C(=C/c3ccc(CN(CCC#N)S(C)(=O)=O)o3)C(=O)NC2=S)cc1	0.1	-35	13	-0.1	-7	-1	-1.2	-15	-33
O=c1[nH]c(=O)n(Cc2ccco2)c(O)c1C=NCCN1CCNCC1	1.5	-8	-8	1.2	11	0	0.7	-15	-11
O=c1[nH]c(=O)n(Cc2ccc(F)cc2)c(O)c1C=NCCCn1ccnc1	0.6	-1	-1	-0.3	-16	0	2.2	-8	4
CN1C(=O)C(Cc2c[nH]c3ccccc23)C(=O)N(C)C1=O	0.3	-23	2	0.1	20	3	-1.3	-1	104*
CS(=O)(=O)Nc1ccc(Cc2noc(-c3ccc4[nH]cc(CCN)c4c3)n2)cc1	0.6	-15	8	0.5	-7	-6	.	.	-11
COc1ccc(CCn2c(O)c(C=NC3CC3)c(=O)[nH]c2=O)cc1OC	0.7	-1	8	1.4	-2	0	-0.8	-18	-24
CCN1CCC2(CCNC2)C1 (stereo unspecified)	1.1	6	8	-0.4	26	-7	-2.8	-1	11
COc1ccc(/C=C2\C(=O)NC(=O)N(Cc3ccccc3)C2=O)c(OC)c1OC	0.3	-5	11	1.0	6	6	0.0	-5	-15
NS(=O)(=O)c1cccc(N2CCNCC2)c1	1.3	2	-10	1.6	-9	3	0.3	0	-7
Cn1c(O)c(C(=Nc2ccccc2)SCc2ccc(Cl)cc2)c(=O)n(C)c1=O	5.3	-11	-12	6.1	28	3	-5.0	.	-16
C#C[C@]1(O)CC[C@H]2[C@@H]3CCC4=CC(=O)CC[C@]4(C)[C@H]3CC[C@@]21C	0.4	-1	26	0.3	16	1	2.7	.	-17
CC(=O)N1CCCSC1=Nc1ccccc1	0.9	-2	17	1.4	18	-2	-0.2	-22	-2
O=P(O)(O)COc1ccccc1O	0.7	7	4	0.5	-10	3	0.2	-12	-16
CCCCn1c(N)c(N(CCOC)C(=O)CN2CC=C(c3ccccc3)CC2)c(=O)[nH]c1=O	1.2	-1	14	0.7	-13	0	0.0	0	-8
O=C(c1cc2c(s1)CCCC2)N1CCC2(CC1)OCCO2	0.6	-10	13	0.6	-2	0	0.2	3	-7
CCNC(=O)[C@H]1O[C@@H](n2cnc3c(N)ncnc32)[C@H](O)[C@@H]1O	2.3	-3	4	2.6	29	2	.	.	-10
CC(C)Oc1ccc(C2(C#N)CC[N+](C)(C)CC2)cc1	1.0	-8	1	2.8	22	2	1.3	-9	-18
NS(=O)(=O)c1ccc(N2CCNCC2)cc1	1.5	-6	16	2.4	2	-3	0.7	1	-1
NCC1(CC(=O)O)CCCCC1	1.0	3	25	1.0	5&9	-2	1.3	.	-4
Cc1cc(C)nc(N2Cc3ccccc3C2=N)n1	1.5	0	13	0.5	4	-1	-0.8	-2	7
C=COCCn1c(C)c(C(C)=O)c2cc(O)ccc21	1.1	-3	7	2.6	22	-4	-0.3	-1	1
O=C(c1cccc(Cl)c1)C1CCCN(Cc2cccc3cnccc23)C1 (stereo unspecified)	0.0	-15	32	-0.7	32	1	-1.0	-13	-11
COc1ccc(C)cc1NC1=NC(C)(C)CS1	1.0	-9	26	1.5	6	2	-0.3	2	3
CC(=O)c1c(C)n(Cc2ccccc2Cl)c2ccc(O)cc12	0.0	115*	15	0.4	8	-7	-4.9	9	-2

Source: PubChem (several laboratories)
